# Bioassay records: PubChem BioAssay, National Center for Advancing Translational Sciences (NCATS)
# EPAC2 ag: EPAC2 (human) agonism; AID 720711; Potency, µM (top dose mostly 154 µM), for inactives: top-dose activation, actives largely listed as activators; Q8WZA2; 360,000 compounds, 0.079% hits; EPAC2 activation, biochemical qHTS; response scale: 100% = 6.5 mM cAMP response; also: potency is read from the fitted curve at half-maximal effect; nearly all actives have a fitted effect of over 50% in size
#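 EPAC2 (100 nM) mixed with Rap1B loaded with BODIPY-GDP (250 nM) plus 50 uM unlabeled GDP; compounds pinned in, 5 min RT, then read every 5 min for 30 min (ex 480, em 540 nm). Normalized to cAMP control.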
# EPAC1 agonist: activates human EPAC1 exchange factor. EPAC1 agonist qHTS, biochemical assay; response scale: 100% = response to 6.5 mM cAMP. Potency, µM (series often up to 154 µM), without a hit: at the top dose activation, most hits filed as activators. 360,000 compounds, 0.073% hits; also: potency is read from the fitted curve at half-maximal effect; nearly all actives have a fitted effect of over 60% in size
#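 Normalized to 6.5 mM cAMP, activity reflects EPAC1-catalysed release of BODIPY-GDP from Rap1B, followed kinetically over 30 min at 480 nm excitation, 540 nm emission. Reaction contained 100 nM EPAC1, 250 nM Rap1B-BODIPY-GDP, 50 uM GDP.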
# WRN helicase inh: blocks human WRN helicase. Q14191. WRN helicase unwinding, fluorescent forked duplex, kinetic. Potency, µM (series often up to 114 µM), for the others: top-dose activity change, negative = inhibition, actives largely listed as inhibitors. 360,000 compounds, 0.46% hits; also: potency is read from the fitted curve at half-maximal effect; % is scaled to controls: 0 for no effect and ±100 for the full control effect; nearly all actives have a fitted effect of over 55% in size
#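 Screening of the MLSMR collection measured strand separation of a quenched forked DNA duplex (100 nM) by 20 nM WRN with 2 mM ATP, all final. Compounds were preincubated with enzyme 15 min at room temperature.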
# CCT chaperon mod: cytosolic chaperonin activity modulation; purified chaperonin ATPase assay, HTRF ADP detection, 30 min; activity change, % (test concentration not listed), hits read low; 360,000 compounds, 0.3% hits; in the data active = activity change below about -30%; also: % is scaled to controls: 0 for no effect and ±100 for the full control effect
#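 We incubate TRiC, 40 or 20 nM final, with library compounds at 76 uM and 10 uM ATP for 30 min at 37 °C. ADP formed is detected with Transcreener HTRF reagents after 30 min at room temperature.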
# PI5P4K alpha inh: inhibitors of human PI5P4K alpha; P48426; PI5P4Kalpha enzyme, ADP-Glo luminescence, 60 min; hits give low values; max response, %; 330,000 compounds, 1.2% hits; active = max response of -50% or lower; inconclusive = between -30% and -50%; inactive = -30% or higher; also: value at the top dose of about 77 µM; % is scaled to controls: 0 for no effect and ±100 for the full control effect
#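 Human PI5P4Kalpha with substrate in 0.038 M HEPES pH 7.4, 0.28 mM EGTA, 0.1% CHAPS, 5% DMSO; reaction started with 5 microM ATP (final), 60 min at room temperature. ADP formed read by ADP-Glo luminescence.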
# IL2 activator: activators of IL-2. IL-2 activation reporter assay, cell-based qHTS; stimulated with anti-CD3/CD4/CD28 beads; in transgenic mouse T cells. activation, % (series mostly up to about 46 µM). 360,000 compounds, 0.065% hits. AID 652025; in the data active = activation above about 50%; inconclusive = mostly about 30% to 49%; also: 0% is about no effect
#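 Unstimulated transgenic mouse T cells preincubated 60 min with compound, then stimulated with anti-CD3/anti-CD4-coated beads plus anti-CD28 for 18 h at 37 degrees C. IL-2 response read as EGFP and DsRed fluorescence by plate cytometry.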
# EPAC1 antag: antagonists of human EPAC1; AID 720709; EPAC1 GEF assay, Rap1b-BODIPY-GDP exchange fluorescence; Potency, µM (top dose mostly 115 µM), for inactives: at the top dose activity change, negative = inhibition, hits mostly inhibitors; O95398; 360,000 compounds, 0.14% hits;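 also: potency is read from the fitted curve at half-maximal effect; plate controls were vehicle for no effect and positive control for full effect; nearly all actives have a fitted effect of over 50% in size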
# PLK1 PBD block: inhibitors of human PLK1 polo-box domain binding | P53350 | Plk1 PBD binding of FITC phosphopeptide, fluorescence polarization | Potency, µM, for the others: max response, negative = inhibition, most hits filed as inhibitors | 360,000 compounds, 2.8% hits; also: potency is read from the fitted curve at half-maximal effect; series mostly up to about 57 µM; % is scaled to controls: 0 for no effect and ±100 for the full control effect; nearly all actives have a fitted effect of over 65% in size
# * hit, by the source's call; ? = inconclusive; . = not tested or not shown; [ ] = another dose, or the depositor's remark. Unless noted, calls follow the shape of the dose curve; as a rule, active = well fitted curve in the direction sought with a large enough effect; inconclusive = small, poorly fitted or top-dose-only effect, or another doubt; inactive = no such curve, though single readings can be large; an effect the other way counts as inactive or inconclusive. The list is partial (hit frequency here may not be typical).
# Results follow in this order: CCT chaperon mod, EPAC2 ag, PI5P4K alpha inh, WRN helicase inh, IL2 activator, EPAC1 agonist, EPAC1 antag, PLK1 PBD block
CC(=O)Nc1cccc(NC(=O)c2csc(C)c2)c1
→ -2.2, -1%, -4, 8%, -2.5, -1%, 4%, 4%
CC1CCCCN1Cc1ccc(-c2nn[nH]n2)cc1 (stereo unspecified)
→ -1.2, -13%, 0, -1%, 0.1, 0%, -10%, -2%
CSCCC(NC(=O)c1ccccc1Cl)C(=O)Nc1ccncc1 (stereo unspecified)
→ -1.7, -1%, 2, -4%, -0.3, 5%, 1%, -1%
O=S(=O)(O)c1cc2onnc2c2ccccc12
→ -2.4, 21%, ?, 56µM*, -0.5, 4%, -16%, ?
O=C(CC1C(=O)NCCN1Cc1ccc(-c2ccccc2)cc1)NCCc1ccccn1 (stereo unspecified)
→ -2.4, 4%, 1, 2%, -0.4, -2%, -5%, -13%
Cc1onc(-c2ccccc2)c1C(=O)NC(=S)Nc1sc2c(c1C#N)CCC(C)C2 (stereo unspecified)
→ -14, -2%, -15, 0%, -4.3, -5%, 6%, 9.5µM*
Cc1ccccc1NS(=O)(=O)c1ccc(C)c(C(=O)N2CCOCC2)c1
→ -0.6, -1%, 4, -11%, -0.3, 5%, -16%, -2%
CC1(C)Cc2nc3[nH]c(=S)n(-c4ccccc4)c(=O)c3cc2CO1
→ 0.9, -7%, ., -4%, -2.1, -6%, 9%, -2%
CCCNC(=O)c1cnc(-c2ccccc2)nc1-c1ccccc1
→ 2.0, 0%, -6, 13%, 1.1, 2%, -10%, -6%
O=C(C1CCCCC1)N1C[C@@H](n2cc(C3CC3)nn2)[C@H](O)C[C@@H]1c1ccc(Cl)cc1
→ 1.8, -5%, 5, -1%, 3.7, -15%, 10%, -4%
O=C(CN1CCOCC1)Nc1cccc(C(F)(F)F)c1
→ -1.4, 2%, 3, -21%, 2.1, -5%, -1%, 0%
CC1CCN(CCCNC(=O)c2coc3nc4ccccc4nc23)CC1
→ 0.0, 12%, -2, -13%, -0.2, 2%, 8%, -7%
O=C(CN1C(=O)CCC1=O)Nc1cccc(NC(=O)CN2C(=O)CCC2=O)c1
→ -0.3, 4%, 2, 3%, 0.5, -12%, 0%, -4%
CCS(=O)(=O)Nc1ccccc1C(N)=O
→ 1.6, 3%, -4, 6%, -0.5, -4%, 2%, 2%
CCn1nc(C)cc1-c1nnc(Sc2ncc([N+](=O)[O-])s2)n1C
→ -2.2, -1%, -8, -24%, 0.8, 7%, 5%, ?
Cc1cc(C)n2c(NCc3ccccc3)c(CCc3ccccc3)nc2n1
→ 1.3, 3%, 1, 2%, -0.9, -2%, 11%, 0%
COc1ccc(OCc2n[nH]c(=S)o2)cc1
→ 1.6, 3%, ?, -14%, 1.3, 3%, 5%, ?
Cc1ccc(S(=O)(=O)N2CCCCC2)cc1NC(=O)CSc1ncccn1
→ -3.5, 12%, -6, 7%, -0.1, -11%, 5%, ?
COc1ccc(N/C=C(\C#N)S(=O)(=O)c2ccc(OC)cc2)cc1
→ -1.1, 12%, 9, 4%, -3.6, 1%, 11%, 3%
O=C(CC1Oc2ccccc2NC1=O)NCCCN1CCCC1=O (stereo unspecified)
→ -1.4, 1%, 1, 5%, -1.6, -23%, -3%, -10%
CC1CCN(c2nc3c(c(=O)[nH]c(=O)n3C)n2CCCc2ccccc2)CC1
→ -1.0, 8%, 0, -10%, -3.8, -2%, 8%, -11%
COc1ccc(N(C(=O)c2ccccc2C)S(=O)(=O)c2cccs2)cc1
→ -1.7, 1%, 9, -4%, -1.9, -6%, 5%, -6%
NC(=O)c1cccc2c(=O)oc3ccccc3c12
→ -0.7, -5%, -1, -4%, -1.8, -6%, 11%, -12%
CCc1cc(C(=O)N2CCCC(CNS(=O)(=O)c3cccs3)C2)n(C)n1 (stereo unspecified)
→ 0.2, 6%, 8, -8%, -0.1, 9%, 3%, -12%
C[C@H](CO)N1C[C@H](C)[C@@H](CN(C)S(=O)(=O)c2cccs2)Oc2ccc(NC(=O)Cn3cnnn3)cc2C1=O
→ -0.6, 2%, 4, 0%, 0.1, 2%, -8%, -4%
Cc1cccc(C(=O)Nc2ccc3c(c2)ncn3C)c1
→ -1.4, 14%, 13, 5%, -2.5, -1%, ?, -13%
CN1OC(COC(=O)c2ccc(Cl)cc2)CC1c1ccccc1 (stereo unspecified)
→ -1.6, 19%, 0, -10%, -2.3, 14%, 2%, -8%
COc1ccc(/C=C2/SC(=O)N(CCNC(=O)C3COc4ccccc4O3)C2=O)cc1 (stereo unspecified)
→ 2.8, 9%, 2, 20%, 1.0, -3%, -7%, 0%
Cc1c(C)c2c(OCC(=O)NCC(O)c3ccccc3)cc3c(c2oc1=O)CCC(C)(C)O3 (stereo unspecified)
→ 0.2, -4%, 1, -2%, 0.2, 9%, -3%, 8%
CCCCOCCCNC(=O)C[C@@H]1C[C@@]2(C(=O)OC)CCCCC=C2N(CCC2=CCCCC2)C1=O
→ 0.0, -1%, 18, -5%, -0.9, -17%, -21%, 2%
CCn1ccnc1CNC(=O)c1ccc2oc(C(C)C)nc2c1
→ -0.7, 16%, 6, 9%, 0.2, 6%, -6%, -6%
CSCCC(c1nc2ccccc2[nH]1)n1c(-c2ccc3ncccc3c2)nc2ccccc21 (stereo unspecified)
→ ., 7%, -9, 5%, -0.1, -17%, 16%, -2%
COc1ccc(/C=N/NC(=O)c2ccc(Cl)cc2Cl)cc1COC(C)=O
→ 0.2, 7%, 4, -6%, 0.3, 9%, -18%, 1%
Cc1c(C(=O)O)sc(S(=O)(=O)N2CCN(C(=O)CC(C)c3ccccc3)CC2)c1C(=O)O (stereo unspecified)
→ -1.2, -2%, -7, 5%, -5.2, -1%, 12%, -1%
CC(Sc1ncccn1)C(=O)NC1(C#N)CCCCC1 (stereo unspecified)
→ -1.2, -2%, -2, 6%, -1.4, 0%, 6%, 8%
CCOC(=O)CSc1nnc(-c2ccco2)n1-c1ccc(C)cc1
→ -2.7, 3%, -1, -6%, 4.2, -3%, -1%, -7%
Cc1nc2ccc(C(=O)N3c4ccccc4N=C(c4ccc5c(c4)OCO5)C3C(=O)NCc3ccccc3)cc2[nH]1 (stereo unspecified)
→ ., 18%, -1, 2%, -0.4, 24%, -22%, -12%
O=c1[nH]c2cc3c(cc2cc1C(c1nnnn1CC1CCCO1)N1CCCCCC1)OCCO3 (stereo unspecified)
→ -2.2, 7%, ., -16%, -1.8, -2%, -4%, -15%
CC(=O)c1ccc(NC(=O)c2cnn3c(C(F)F)cc(C4CC4)nc23)cc1
→ 1.6, -4%, ., -1%, 0.2, 4%, -4%, 0%
O=C(COC(=O)Cc1c(F)cccc1Cl)NCCC1=CCCCC1
→ -3.5, 5%, -7, -5%, -1.4, -2%, -5%, -1%
COCCCNc1nc(=S)[nH]c2cc(OC)c(OC)cc12
→ -0.6, -2%, -9, -20%[57.1 µM], -1.0, -4%, -7%, -10%
CCN(CC(=O)Nc1ccc(NC(C)=O)cc1)C(=O)c1c(C)nn(-c2ccc(F)cc2)c1Cl
→ -0.9, 5%, -6, 7%, -1.4, 7%, 12%, -3%
COC(=O)c1cc2c(ccn2-c2ccc(F)cc2)n1CC(=O)C(C)(C)C
→ 0.4, 14%, 20, -7%, 0.0, 1%, -19%, 2%
Cc1ccc(OCC(=O)Nc2ccc(N3CCN(C(=O)c4ccc(C)cc4)CC3)cc2)cc1
→ -4.0, -5%, -2, -10%, -0.4, -8%, -19%, -11%
CC(=O)Nc1ccc(S(=O)(=O)N(C)Cc2ccccc2)cc1
→ -2.4, 3%, -4, -4%, -2.2, -3%, 1%, 1%
CCN(c1ccc(NC(=O)COC(=O)CCc2nc3ccccc3n2-c2ccccc2)cc1)C(C)C
→ 0.8, 5%, 8, -7%, -6.7, -4%, -22%, -3%
CCNc1c(NC(=O)c2ccc3c(c2)OCO3)c(=O)oc2ccccc12
→ 1.7, 6%, -2, -4%, 0.3, 14%, -3%, -1%
COCCNC(=O)C1(C)CCCN(C(=O)c2cccc(C#N)c2)C1 (stereo unspecified)
→ 0.6, 9%, 0, 5%, -0.4, 1%, -26%, -7%
O=C(COC(=O)c1n[nH]c2ccccc12)NCc1ccccc1
→ 1.3, 5%, 0, -6%, -2.2, -6%, 6%, -3%
COc1ccccc1CN1C(=O)[C@H]2Cc3c([nH]c4ccccc34)C(C)(C)N2C1=O
→ ., 0%, ., ., -0.7, -1%, -2%, .
COC(=O)c1ccc2c(c1)NC(=O)c1ccccc1S2
→ -5.4, -5%, -7, -1%, -3.0, 6%, 20%, 0%
O=C(NCCOc1ccc(F)cc1)C1CCC(=O)N(Cc2ccc(Cl)cc2)C1 (stereo unspecified)
→ 0.3, 0%, 2, -1%, -2.8, -3%, 5%, -1%
CNC(=S)NCC(O)c1ccc([N+](=O)[O-])cc1 (stereo unspecified)
→ -5.5, 7%, -8, 15%, -0.5, 1%, 1%, -21%
COCCNc1nc(N)c([N+](=O)[O-])c(N2CCCCCC2)n1
→ 0.9, 5%, 9, 8%, 0.5, 4%, -5%, 3%
O=C(CSc1nnc(-c2ccccc2NC(=O)c2ccccc2)o1)OC1CCCCC1
→ -0.3, 1%, 6, -7%, -2.9, -2%, -26%, -1%
CCCCN(CCCC)C(=O)c1cn(CC)c2cc(N3CCN(C)CC3)c(F)cc2c1=O
→ -1.1, 7%, -7, 1%, 0.1, -8%, -19%, -9%
COc1ccc2c(c1)cc1c(=O)n(CC(=O)NCCCOC(C)C)nc(C)n12
→ -4.5, -1%, 5, 7%, -0.5, -3%, 15%, 3%
COc1ccc(CCNC(=O)C(=O)NCC2OCCN2S(=O)(=O)c2ccc3c(c2)OCCO3)cc1 (stereo unspecified)
→ 1.7, 2%, -12, -21%, -3.8, -3%, -25%, 3%
COc1cc(CN2CCN(c3cccc(C)c3C)CC2)cc(OC)c1O
→ -4.2, 16%, ., 6%, -3.5, 11%, 1%, -7%
CN(C)/C=C1\Oc2ccc3ccccc3c2C1=O
→ -6.0, 2%, -4, 9%[57.1 µM], 1.4, -3%, -17%, -9%
O=C(NN=C1C2CC3CC(C2)CC1C3)c1ccccc1O
→ -1.5, 3%, -1, 0%, -1.4, -2%, 0%, -8%
COc1ccc(NC(=O)CSc2ncnc3[nH]ncc23)cc1
→ -0.7, -5%, ., 9%, -4.0, -7%, 2%, 3.8µM*

# Quoted from the listing.
# For EPAC1 antag, COc1cc(CN2CCN(c3cccc(C)c3C)CC2)cc(OC)c1O shows 1%
# For IL2 activator, COC(=O)c1cc2c(ccn2-c2ccc(F)cc2)n1CC(=O)C(C)(C)C shows 0.0
